From PubChem
DYRK1A inh: blocks rat Dyrk1A kinase activity; inhibition, % at 12.5 µM; AID 504441; 0.43% of 310,000 active; ADP-Glo luminescence, NFATc1 peptide; Q63470; in the data active = inhibition above about 50%;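 also: plate controls were vehicle with enzyme for no effect and no enzyme for full effect; many of its hits are not listed in these tables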
RGS4 inh: human RGS4 inhibition. P49798. HEK293 M3R/RGS4 inducible, Fluo-4 calcium flux; active compounds read high; triggered by carbachol at its EC20. B-score at 10 µM. 0.45% of 310,000 active. AID 463165;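 active = B-score, a plate-corrected calcium signal, over three deviations above library mean, with baseline fluorescence within five deviations of library mean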;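 also: RGS4 expression induced by doxycycline in cells with stable M3 receptor; B-score is computed from the integrated fluorescence ratio over baseline after carbachol; higher B-score means a larger calcium signal and so more RGS4 inhibition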
Target sequence (P49798 whole entry, looked up): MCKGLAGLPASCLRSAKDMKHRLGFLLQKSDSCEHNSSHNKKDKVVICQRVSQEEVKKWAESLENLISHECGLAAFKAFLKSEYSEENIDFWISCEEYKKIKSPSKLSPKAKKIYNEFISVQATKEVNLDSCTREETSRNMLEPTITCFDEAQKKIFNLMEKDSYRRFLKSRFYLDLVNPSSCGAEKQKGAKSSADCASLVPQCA
KCNK9 inh: blocks the human KCNK9 two-pore domain potassium channel | HEK293 KCNK9, FluxOR thallium flux fluorescence; active compounds read low | B-score at 10 µM | 1.2% of 310,000 active;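 active = ratio B-score over 3 SD below the library mean, with starting fluorescence within 5 SD of its mean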;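 also: negative B-score means less thallium flux so channel inhibition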
Target sequence (Q9NPC2 whole entry, looked up, the tested form may be a part): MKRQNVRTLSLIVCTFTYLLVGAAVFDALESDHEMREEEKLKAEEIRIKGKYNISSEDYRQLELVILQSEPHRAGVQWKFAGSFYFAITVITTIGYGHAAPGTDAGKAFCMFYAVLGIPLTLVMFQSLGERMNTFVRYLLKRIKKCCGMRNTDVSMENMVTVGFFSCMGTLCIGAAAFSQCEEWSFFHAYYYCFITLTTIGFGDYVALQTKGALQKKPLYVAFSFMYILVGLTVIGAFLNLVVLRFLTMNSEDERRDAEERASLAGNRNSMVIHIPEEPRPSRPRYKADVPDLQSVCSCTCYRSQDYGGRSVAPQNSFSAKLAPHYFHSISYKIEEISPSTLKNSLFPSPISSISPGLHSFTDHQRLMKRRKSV
GSK3B inh: human GSK3beta kinase inhibition; P49841; GST-GSK3beta kinase, ADP-Glo luminescence, 60 min; active compounds read low; activity score (negative = inhibition), % at 10 µM; 0.038% of 300,000 active;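 active = more than half of replicate wells score below -50%, meaning over 50% inhibition versus plate controls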;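 also: 0% = median DMSO wells and -100% = median GW8510 positive control wells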
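test system = GST-tagged human GSK3beta kinase, cell-free | reagent = 25 µM ATP with peptide substrate | dosing = one dose of 10 µM per compound | schedule = 60 min reaction, RT | detection = luminescent ADP-Glo measurement of ADP formed | control set = DMSO neutral wells and GW8510 at 20 µM as positive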
RGS4 act: potentiators or activators of RGS4 | HEK293 M3R/inducible RGS4, carbachol calcium flux Fluo4; active compounds read low | B-score at 10 µM | 0.92% of 310,000 active | AID 463111;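 active = B-score of the integrated calcium signal more than 4 SD below the library mean, with starting fluorescence not abnormally high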;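 also: negative B-score means reduced calcium response which marks RGS4 activation or potentiation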
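Detection: kinetic calcium fluorescence imaging with Fluo4-AM dye, 2 µM / Material: HEK293 cells with stable M3R and inducible RGS4 / Schedule: recording 10 s baseline at 1 Hz, 100 s post-agonist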
KCNQ1 block: inhibitors of human KCNQ1 potassium channel. P51787. CHO-K1 KCNQ1, FluxOR thallium flux fluorescence; active compounds read high. B-score at 10 µM. 1.3% of 310,000 active;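 active = compounds whose thallium flux B-score, printed positive for inhibition, exceeds three library SD while starting fluorescence stays within three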;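 also: channel opened by potassium depolarization with thallium stimulus after 20 min compound exposure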
KCNQ1 pot: potentiators or activators of human KCNQ1 potassium channel | B-score at 10 µM | 0.35% of 310,000 active | CHO-K1 KCNQ1, thallium flux FluxOR fluorescence; active compounds read high | P51787;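 active = fluorescence ratio B-score, a plate-corrected score, at least three library SD, with initial intensity B-score within 5 SD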
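Material: CHO-K1 cells stably expressing KCNQ1. Medium: assay buffer for compound exposure, DMSO matched across wells. Reagent: K+/Tl+ depolarizing stimulus. Compound dosing: single-concentration screen. Times: 37 °C overnight plating, 90-min dark dye load, 20-min compound pretreatment. Technique: FluxOR Tl+ flux fluorescence.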
PolyA inhibitor: blocks polyadenylation in yeast reporter cells | S. cerevisiae SKY197-pL101 polyadenylation reporter, beta-gal luminescence; efflux-impaired pdr1/pdr3 knockout yeast; score 100 = 6 SD above DMSO | calls only at 12 µM | 0.02% of 300,000 active | AID 1875;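 active = lowest replicate activity score at least 50, where 100 means six control SD above control mean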;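 also: yeast exposed to compound for 9 h at 30 °C; higher score means more reporter readthrough which indicates perturbed polyadenylation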
KCNK3 block: human KCNK3 channel inhibition, primary screen; B-score at 10 µM; AID 602410; O14649; 0.84% of 340,000 active; CHO-KCNK3 thallium flux, FluxOR fluorescence; active compounds read low;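 active = B-score under library mean minus 4 SD, starting fluorescence ratio at most library mean plus 5 SD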;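 also: more negative B-score means stronger inhibition of thallium flux through KCNK3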
hERG rescue: shields human hERG channel from block by proarrhythmic agents; Q12809; CHO-hERG, FluxOR thallium flux, dofetilide IC70 present; activation (rescue from dofetilide block), less the hit threshold, % at 10 µM; 0.51% of 310,000 active; AID 1511;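 active = activation above the mean of controls blocked by dofetilide plus 5 SD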;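 also: thallium influx through hERG after potassium depolarization seen as dye fluorescence rise; in these data hits start at about 4.7%; inactives centre near -7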
GSK3A inh: human GSK-3 alpha kinase inhibition | AID 2650 | 0.1% of 320,000 active | P49840 | inhibition, % at 10 µM | ADP-Glo luminescence, 60 min;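 in the data active = inhibition above about 50%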;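 also: GST-tagged GSK-3 alpha with peptide substrate and 25 µM ATP; 0% = DMSO neutral wells and 100% = GW8510 positive control wells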
Target sequence (P49840 whole entry, looked up): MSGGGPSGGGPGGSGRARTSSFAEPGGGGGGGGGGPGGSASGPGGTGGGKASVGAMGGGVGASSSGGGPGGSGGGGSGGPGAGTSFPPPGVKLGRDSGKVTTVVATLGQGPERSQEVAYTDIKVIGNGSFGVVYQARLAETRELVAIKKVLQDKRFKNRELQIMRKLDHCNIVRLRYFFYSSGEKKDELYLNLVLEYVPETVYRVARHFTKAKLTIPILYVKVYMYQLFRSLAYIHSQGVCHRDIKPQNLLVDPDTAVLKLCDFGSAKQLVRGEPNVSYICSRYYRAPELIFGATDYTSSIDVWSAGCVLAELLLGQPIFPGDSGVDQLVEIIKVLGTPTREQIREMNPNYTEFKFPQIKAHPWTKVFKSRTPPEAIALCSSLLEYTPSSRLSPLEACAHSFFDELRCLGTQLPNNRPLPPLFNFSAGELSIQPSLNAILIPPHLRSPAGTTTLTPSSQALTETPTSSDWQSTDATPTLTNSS
* marks the source's active call; other numbers are inactive results; i = inactive; nt = not tested or not shown. Not all compounds are listed (hit frequency here may not be typical).

SMILES	DYRK1A inh	RGS4 inh	KCNK9 inh	GSK3B inh	RGS4 act	KCNQ1 block	KCNQ1 pot	PolyA inhibitor	KCNK3 block	hERG rescue	GSK3A inh
O=C(O)c1ccc(NS(=O)(=O)c2cc(Cl)ccc2Cl)cc1O	5	i	i	-1	i	i	i	i	i	-10	-5
COc1ccc(C(c2nnnn2C2CCCC2)N2CCC(C(N)=O)CC2)c(OC)c1 (stereo not drawn)	5	i	i	2	i	i	i	i	i	-3	nt
COc1cc(C)ccc1OCCOc1c(Cl)cc(Cl)cc1Cl	5	i	i	-5	i	i	i	i	i	-12	-2
CCCn1c(SCC(=O)N2CCc3ccccc3C2)nc2c1c(=O)n(C)c(=O)n2C	2	i	i	0	i	i	i	i	i	-9	1
COc1ccc(NC(=O)c2ccccc2OCc2c(C)noc2C)cc1OC	nt	i	i	-1	i	i	i	i	i	-19	-2
CN(CC(=O)NC(=O)NCc1ccccc1)Cc1ccc(Cl)cc1	0	i	i	0	i	i	i	i	i	-4	nt
CCC(C)NC(=O)[C@H]1N2C(=O)c3c(ccc(OC)c3OC)C2SC1(C)C (stereo partly drawn)	4	i	i	1	i	i	i	i	i	-4	2
CC(C)CCNc1nc(N)c([N+](=O)[O-])c(N2CCCCCC2)n1	7	i	i	-1	i	i	i	i	i	-5	16
COCC1CCN(C(=O)c2cc(COc3cccc4cnccc34)on2)CC1	nt	i	i	-2	i	i	i	i	i	-14	1
Oc1ccc(/C=N/n2c(COc3ccccc3)n[nH]c2=S)cc1O	14	i	i	-2	i	i	i	nt	i	-8	17
O=C(O)CCC(=O)N1N=C(c2c(-c3ccccc3)c3cc(Cl)ccc3[nH]c2=O)CC1c1ccccc1 (stereo not drawn)	-4	i	i	1	i	i	i	i	i	-9	-1
COc1cccc(NC(=O)CN2CCN(c3ccc(F)cc3)CC2)c1	-2	i	i	5	i	i	i	i	i	-4	-1
COc1ccc(C2CC(=O)C=C(NNS(=O)(=O)c3ccc(C)cc3)C2)cc1 (stereo not drawn)	1	i	i	-2	i	i	i	i	i	-8	nt
CCCCS(=O)(=O)N1CCCC(C(=O)Oc2ccc(Cl)cc2)C1 (stereo not drawn)	-16	i	i	-2	i	i	i	i	i	-4	nt
C/C=C(\C)C(=O)NCCN1C2=NC[C@H](Cc3ccc(O)cc3)N2C[C@H]1Cc1ccc(O)cc1	1	i	i	0	i	i	i	i	i	-6	-3
CCOC(=O)c1cc(C(C)(C)C)oc1CN	-6	i	i	-3	i	i	i	i	i	-7	-1
COc1ccc(OC)c(CN2CCN(C(=O)c3cc4ccccc4cc3O)CC2)c1	4	i	i	3	i	i	i	i	i	-10	3
Cc1ccc(NC(=O)NC2CC(=O)N(c3ccc4c(c3)OCCO4)C2)cc1C (stereo not drawn)	6	i	i	0	i	i	i	i	i	-13	-1
CN1CCS/C1=C\C=C1/SC(=S)N(CC(=O)O)C1=O	-1	i	i	0	i	11*	i	i	i	-30	nt
CCC(C)(NC(=O)c1ccccc1)C(=O)O (stereo not drawn)	5	i	i	4	i	i	i	i	i	-9	1
Cc1ccc(NCC(=O)Nc2ccc(Br)cc2)cc1F	-4	i	i	0	i	i	i	i	i	-11	2
O=C(Cn1nnc(-c2ccccc2NC(=O)c2ccccc2F)n1)NC1CCCC1	-1	i	i	0	i	i	i	i	i	-9	1
CCOC(=O)/C=c1\s/c(=C(\C#N)C(=O)NC)n(-c2ccccc2)c1=O	1	i	i	-2	i	i	i	i	i	-11	nt
CCN1CC2([N+](=O)[O-])C=CC(=O)C([N+](=O)[O-])(C1)C2CC(=O)c1ccccc1 (stereo not drawn)	4	i	i	3	i	i	i	i	i	-5	-1
COc1ccc(CCNC(=O)C2CCCN(Cc3nc(-c4ccccc4C)oc3C)C2)cc1OC (stereo not drawn)	-2	i	i	-4	i	i	i	i	i	-7	-2

The list continues:
SMILES	DYRK1A inh	RGS4 inh	KCNK9 inh	GSK3B inh	RGS4 act	KCNQ1 block	KCNQ1 pot	PolyA inhibitor	KCNK3 block	hERG rescue	GSK3A inh
O=C(CN1CCCCC1)NCCNc1ccc(C(F)(F)F)cc1[N+](=O)[O-]	-8	i	i	1	i	i	i	i	i	-3	0
O=C(NCCN1CCCCC1)Nc1ccc(F)c(Cl)c1	1	i	i	-2	i	i	i	i	i	-10	-1
Cn1cc2cc([N+](=O)[O-])ccc2n1	nt	i	i	2	i	i	i	i	i	-3	-2
O=C(COc1ccccc1)N/N=C/c1sc(=O)n(Cc2cccc(C(=O)O)c2)c1Cl	-6	i	i	-2	i	i	i	i	i	-16	4
COc1cc(NC(=O)CSCC(=O)Nc2cccc(C(F)(F)F)c2)c(Cl)cc1Cl	0	i	i	1	i	7*	i	i	-11*	-12	-2
N/C(=N\NC(=O)c1ccc(F)cc1)c1cc2ccccc2oc1=O	-2	i	i	3	i	i	i	i	i	-8	-1
COC(=O)CNC(=O)Cn1ccc2ccccc2c1=O	3	i	i	1	i	i	i	i	i	-10	-1
Cn1cccc1Cc1nnc(SCC(=O)Nc2nccs2)n1CCc1ccccc1	nt	i	i	-3	i	i	i	i	i	-8	nt
COC(=O)C1(Cc2cc(-c3ccc(Cl)cc3)no2)CCN(C(=O)OC(C)(C)C)CC1	nt	i	i	2	i	i	i	i	i	-13	1
Cc1cc(NC(=O)c2ccc(F)cc2)ccc1NC(=O)c1ccco1	0	i	i	-2	i	i	i	i	i	-5	-1
Cn1c(CNS(=O)(=O)c2ccc(Cl)cc2)n[nH]c1=S	-6	i	i	2	i	i	i	nt	i	-13	-2
COc1ccc(CN2C(=NC(=O)C3CC3)SC3CS(=O)(=O)CC32)cc1OC (stereo not drawn)	-4	i	i	3	i	i	i	i	i	-5	-1
O=C(CSc1nc(-c2ccccc2)cc(C(F)(F)F)n1)NCc1ccco1	-6	i	i	-2	i	i	i	i	i	-2	-2
O=C(COC(=O)c1ccc(S(=O)(=O)N2CCc3ccccc3C2)cc1)NC1CCS(=O)(=O)C1 (stereo not drawn)	-29	i	i	2	i	i	i	i	i	-4	1
CCN1CCN(C(=O)c2[nH]c3ccc(OC)cc3c2C)CC1	-4	i	i	3	i	i	i	i	i	-4	0
Cc1ccccc1Nc1nc(N)nc(CSc2nncn2C)n1	nt	i	i	1	i	i	i	i	i	-6	2
CC1CCN(CCOc2cc(Cl)ccc2Cl)CC1	-2	i	i	0	i	i	i	i	i	-11	1
COc1c2occc2c(OC)c2c(=O)cc(C(F)(F)C(F)(F)F)oc12	nt	i	i	2	i	i	i	i	i	3	0
Cn1c(=O)[nH]c(=O)c2[nH]c(CN3CCN(C(=O)c4ccco4)CC3)nc21	7	i	i	2	i	i	i	i	i	-11	0
O=C(O)CCC(=O)N1N=C(c2ccccc2)CC1c1ccc2nccnc2c1 (stereo not drawn)	-2	i	i	0	i	i	i	i	i	-1	-3
CCc1nnc(NC(=O)CSc2ccc(-c3ccc(F)cc3)nn2)s1	nt	i	i	-3	i	i	i	i	nt	-9	-2
Cc1ccc(S(=O)(=O)N2CCOCC2)cc1C(=O)c1nccn1C	-1	i	i	2	i	i	i	i	i	-22	0
O=C1C2Sc3[nH]c(=O)sc3C(c3ccccc3)C2C(=O)N1c1ccccc1 (stereo not drawn)	1	i	i	0	i	i	i	i	i	-9	0
CCOC(=O)c1c(C)c(C(=O)NCc2ccco2)c(C)n1CC	-4	i	i	-3	i	i	i	i	i	-12	nt
CCOc1cc2c(C)cc(=O)oc2cc1Cl	-3	i	i	3	i	i	i	i	i	-6	-3

Remaining list, next part
SMILES	DYRK1A inh	RGS4 inh	KCNK9 inh	GSK3B inh	RGS4 act	KCNQ1 block	KCNQ1 pot	PolyA inhibitor	KCNK3 block	hERG rescue	GSK3A inh
CC(=O)c1ccc(NC(=O)CCc2c(C)nn(-c3ccc(N4CCOCC4)nn3)c2C)cc1	-6	i	i	2	i	i	i	i	i	-11	-1
CCCCc1ccc(NC(=O)COc2ccc(C(=O)Nc3ccccc3C)cc2)cc1	nt	i	i	1	i	i	i	i	nt	-4	-3
Nc1ncnc2nc(SCc3ccccc3)[nH]c12	-1	i	i	2	i	i	i	i	i	-5	0
CCC(C)Sc1nc2c(c(=O)[nH]1)C(c1cccs1)C1=C(CCCC1=O)N2 (stereo not drawn)	-1	i	i	-1	i	i	i	i	i	-19	1
Cc1cccc(CN2CCN(Cc3ccc4nonc4c3)CC2CCO)n1 (stereo not drawn)	-1	i	i	-3	i	i	i	i	i	-9	-2
Cc1cccc(/C=C2/SC(=O)N(Cc3ccccc3Cl)C2=O)n1	-9	i	i	1	i	i	i	i	i	-8	-3
CCN1C(C)=C(C)S/C1=C1\SC(=S)N(C2CCCCC2)C1=O	1	i	i	0	i	i	i	i	i	-5	0
CCOc1ccc(-c2cc(C(=O)OC)[nH]n2)cc1	nt	i	i	2	i	i	i	i	i	9.4*	-3
Cc1cccnc1NC(=O)C1CCN(S(=O)(=O)c2ccc3c(c2)CCC(=O)N3)CC1	3	i	i	2	i	i	i	i	i	-1	-3
CC(C)N1C(=O)C2(OCCCO2)c2cc(Br)ccc21	2	i	i	-2	i	i	i	i	i	3	0
Brc1ccc2ncc(Br)cc2c1	7	i	i	2	i	i	i	i	i	-7	1
CN(C)S(=O)(=O)c1cc(NC(=O)CNCc2ccc(F)cc2)ccc1Cl	-1	i	i	3	i	i	i	i	i	-7	1
CN(C(=O)CCN1C(=O)/C(=C/c2ccccc2F)SC1=S)C1CCS(=O)(=O)C1 (stereo not drawn)	0	i	i	1	i	i	i	i	i	-1	-6
CCN(CC(=O)NCCN1CCOCC1)S(=O)(=O)c1ccc(F)cc1	1	i	i	1	i	i	i	i	i	-9	-1
C=C(C)CNC(=S)N/N=C/c1ccc(N2CCOCC2)cc1	-9	i	i	2	i	i	i	i	i	-7	1
COC(=O)[C@]12C(=O)C(C)=C(O)[C@@]1(C)C(C)=CC1[C@@]34CC[C@@H](OC(C)=O)C(C)(C)C3C(C[C@]12C)OC4=O (stereo partly drawn)	11	i	i	-11	i	i	i	i	i	-6	3
CCc1nc(NCCC(C)C)c(C#N)c2c1CCCC2	-5	i	i	3	i	i	i	i	i	-3	16
